Screening results: PubChem, several laboratories
Glyco luc inh – N-linked glycosylation inhibition; D54 ERlucT glycosylation luciferase reporter, 24 h; percent of 100 nM tunicamycin response; reporter increase, % at 12.5 µM; 360,000 compounds, 0.23% hits; AID 588692;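 active = mean luciferase reporter signal, scaled so untreated is 0 and the glycosylation-blocking control 100, at or above a set limit in every replicate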;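 also: luciferase carries N-glycosylation sites so blocking glycosylation raises the light; 0% = median of neutral control wells and 100% = median of 100 nM tunicamycin wells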
SRC2 inh – inhibits human steroid receptor coactivator 2; HEK293 GAL4-SRC2 luciferase reporter, luminescence; inhibition, % at 9 µM; 370,000 compounds, 0.17% hits;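 active = inhibition above the mean inhibition of all tested compounds plus 3 SD, set per campaign, cut at about 52% in these data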;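 also: 0% = DMSO treated cells and 100% = cells given Gossypol at 36 µM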
ABCB6 inh MLPCN – human ABCB6 transporter inhibition. AID 602162. fluorescence ratio to DMSO, % at 10 µM. K562-ABCB6 porphyrin accumulation, flow cytometry, 1 h; active compounds read low. Q9NP58. 360,000 compounds, 0.19% hits;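 active = fluorescence ratio to DMSO below 75%, the collection mean minus 3 SD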;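 also: signal is porphyrin accumulated inside mitochondria; 100% equals median channel fluorescence of DMSO control wells; lower ratio means ABCB6 inhibition with less porphyrin fluorescence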
H9c2 protect – protects H9c2 cardiomyocytes from peroxide injury; H2O2 injury protection, ATPLite, 2 h; protection from H2O2 cell death, % at 20 µM; 360,000 compounds, 0.63% hits; AID 588492;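 active = compounds giving at least 50% protection of heart cells from peroxide-induced death in the single-dose screen, raw or plate-pattern-corrected value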;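 also: 0% = DMSO wells with peroxide and 100% = DMSO wells without peroxide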
ABHD5 PLIN5 PPI – inhibitors of human ABHD5-perilipin-5 interaction; Q00G26+Q8WTS1; Split G. princeps luciferase complementation, luminescence, 4 h; inhibition, % at 4 µM; 360,000 compounds, 0.78% hits;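 active = inhibition above the mean inhibition across every tested compound plus 3 SD, cut at about 22% in these data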;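 also: 0% = DMSO only wells and the 100% control is not disclosed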
m5-HT2A agonist – mouse HTR2A agonism via beta-arrestin recruitment; activation, % at 7.6 µM; CHO-K1 mHTR2A beta-arrestin complementation, luminescence; percent of 30 µM serotonin response; AID 624169; 360,000 compounds, 0.66% hits; P35363;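 active = activation above a run cutoff, the mean activation of all tested compounds plus 3 SD, cut at about 14% in these data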;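 also: 0% = plate median of compound wells and 100% = 30 µM serotonin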
NOD2 RIPK2 PPI – NOD2-RIPK2 protein interaction inhibition; O43353; CHO BLA complementation NOD2-RIPK2, CCF4 ratio; inhibition, % at 4.98 µM; 360,000 compounds, 0.38% hits; AID 624267; in the data active = inhibition above about 21%;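 also: 0% = vehicle only and 100% = reference blocker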
TLR9-MyD88 block – blocks human TLR9 binding to MyD88; Q9NR96+Q99836; CHO BLA complementation TLR9-MyD88, CCF4 FRET ratio; inhibition, % at 4.98 µM; 340,000 compounds, 0.21% hits; AID 504734;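 active = inhibition above the mean over all tested compounds plus 3 SD, cut at about 21% in these data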;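 also: 0% = DMSO only wells and 100% = clavulanate BLA inhibitor control wells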
Target sequence (Q99836 whole entry, looked up): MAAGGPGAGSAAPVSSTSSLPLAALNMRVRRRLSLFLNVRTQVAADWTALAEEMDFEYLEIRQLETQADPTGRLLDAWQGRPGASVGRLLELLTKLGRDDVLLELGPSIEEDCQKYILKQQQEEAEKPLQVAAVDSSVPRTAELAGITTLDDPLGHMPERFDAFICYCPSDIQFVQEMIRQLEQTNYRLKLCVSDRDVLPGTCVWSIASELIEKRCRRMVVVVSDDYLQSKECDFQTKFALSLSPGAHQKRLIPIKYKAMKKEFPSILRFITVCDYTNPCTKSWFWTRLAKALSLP
Target sequence (Q9NR96 whole entry, looked up): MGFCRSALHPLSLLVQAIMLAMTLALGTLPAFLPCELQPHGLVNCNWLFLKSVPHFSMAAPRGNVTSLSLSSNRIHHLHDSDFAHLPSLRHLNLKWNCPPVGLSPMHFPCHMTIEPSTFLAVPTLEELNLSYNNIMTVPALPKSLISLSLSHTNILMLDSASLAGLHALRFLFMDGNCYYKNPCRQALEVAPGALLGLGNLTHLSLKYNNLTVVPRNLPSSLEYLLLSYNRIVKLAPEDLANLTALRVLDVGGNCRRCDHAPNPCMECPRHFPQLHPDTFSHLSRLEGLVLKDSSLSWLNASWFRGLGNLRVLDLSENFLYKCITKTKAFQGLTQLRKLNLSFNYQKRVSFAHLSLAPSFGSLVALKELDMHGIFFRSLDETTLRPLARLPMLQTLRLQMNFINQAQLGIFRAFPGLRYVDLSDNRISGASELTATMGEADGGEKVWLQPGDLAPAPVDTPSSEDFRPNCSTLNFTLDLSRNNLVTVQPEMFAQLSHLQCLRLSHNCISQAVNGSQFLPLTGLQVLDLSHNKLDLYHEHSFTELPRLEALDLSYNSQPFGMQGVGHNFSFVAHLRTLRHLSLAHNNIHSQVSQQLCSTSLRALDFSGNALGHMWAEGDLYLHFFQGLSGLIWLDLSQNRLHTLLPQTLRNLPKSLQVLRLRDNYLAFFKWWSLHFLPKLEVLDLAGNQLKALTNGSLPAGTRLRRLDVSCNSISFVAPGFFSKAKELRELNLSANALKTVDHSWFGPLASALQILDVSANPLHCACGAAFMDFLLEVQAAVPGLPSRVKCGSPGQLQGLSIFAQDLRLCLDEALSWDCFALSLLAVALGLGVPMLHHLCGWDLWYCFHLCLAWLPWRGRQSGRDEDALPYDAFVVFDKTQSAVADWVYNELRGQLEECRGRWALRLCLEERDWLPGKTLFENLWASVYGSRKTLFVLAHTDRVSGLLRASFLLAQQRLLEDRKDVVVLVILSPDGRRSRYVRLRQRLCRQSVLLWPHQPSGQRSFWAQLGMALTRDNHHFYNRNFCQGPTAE
MC4R ag barr – agonists of human melanocortin 4 receptor (MC4R) beta-arrestin. P32245. U2OS MC4R beta-arrestin complementation, luminescence; percent of melanotan II response, DMSO zero. activation, % at 8.9 µM. 360,000 compounds, 0.98% hits;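 active = activation above a per-plate cutoff, the mean activation of sample wells on that plate plus 3 SD, cut at about 8% in these data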
MC4R antagonist – blocks human MC4R cAMP signaling; MC4R-expressing cells, MTII-stimulated cAMP, LANCE TR-FRET; inhibition, % at 6.5 µM; 360,000 compounds, 0.48% hits; AID 540295;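 active = inhibition above its plate's cutoff, the mean of tested wells on that plate plus 3 SD, cut at about 29% in these data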;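 also: 0% = Melanotan II alone and 100% = Melanotan II plus saturating MCL0020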
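System – human MC4R-expressing U2OS cells · Also added – Melanotan II · Dosing – one concentration, 6.5 µM nominal · Timing – 30-min compound, 1-h challenge, 1-h detection, room temperature · Measured by – Eu-cAMP/anti-cAMP TR-FRET, emission 671 nm · Replicates – singlicate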
An asterisk follows results filed as active; · = no result given.

SMILES	Glyco luc inh	SRC2 inh	ABCB6 inh MLPCN	H9c2 protect	ABHD5 PLIN5 PPI	m5-HT2A agonist	NOD2 RIPK2 PPI	TLR9-MyD88 block	MC4R ag barr	MC4R antagonist
Cc1ccc(NC(=O)C(OC(=O)c2ccc(O)cc2)c2ccccc2)cc1Cl (centres undefined)	-1.7	-18.1	102.0	4.5	-6.9	3.7	34.9*	-6.0	1.6	7.7
COc1ccc(NC(=O)N2CCCC(c3ccccc3)C2)cc1 (centres undefined)	-0.1	-10.1	97.0	-5.9	7.0	5.0	-12.7	13.7	-1.9	0.6
O=C(NNc1cc(C(F)(F)F)ccc1Cl)c1ccc(=O)[nH]c1	2.0	-7.3	100.0	-5.4	-1.9	-4.0	8.5	-5.1	-0.5	-1.9
Cc1cc(C)n2nc(C(=O)OCC(=O)NC3CCS(=O)(=O)C3)nc2n1 (centres undefined)	-6.8	-1.4	94.0	7.6	-0.8	-5.0	-8.3	4.3	-2.2	-4.8
CCN1C(=O)c2ccc(C(=O)Nc3c(C)cc(C)cc3C)cc2C1=O	1.1	-1.1	99.0	4.1	-3.7	1.6	-3.3	-8.6	-2.2	0.8
Cc1ccn(C(=O)c2cc3c(C)nn(-c4ccccc4)c3s2)n1	-0.1	·	104.0	-10.1	-3.0	0.8	7.5	4.3	-2.8	0.1
CC(C)(CNCC(O)c1ccccc1)N1CCOCC1 (centres undefined)	-0.4	-61.8	97.0	-10.4	8.7	5.8	3.8	1.7	0.5	3.3
COC(=O)C1=C(C)Nc2c(c(=O)n(C)c(=O)n2C)C1c1cccc(O)c1 (centres undefined)	1.8	-3.1	98.0	2.6	5.1	-1.8	-11.5	-9.1	-0.2	7.5
CCOc1ccc(NC(=O)CC2C(=O)NCCN2C(=O)Nc2ccccc2)cc1 (centres undefined)	0.4	9.8	98.0	3.2	-6.9	2.4	-5.7	-4.6	-0.5	2.5
O=C(NCc1ccccn1)[C@@H]1C[C@H]1[C@@H](NP(=O)(c1ccccc1)c1ccccc1)c1ccccc1	0.8	-8.1	107.0	5.8	0.7	3.2	-3.3	-4.9	-0.2	-0.5
COC(=O)c1cc(NC(=O)CSC2=NCCS2)cc(C(=O)OC)c1	0.2	11.2	93.0	-2.3	3.7	6.2	-5.9	10.4	0.1	4.2
CC1CC1C(=O)OCC(=O)NC(=O)c1ccccc1 (centres undefined)	2.1	3.8	98.0	12.4	10.1	7.3	3.9	-0.4	-0.9	-3.5
Cc1cccc(C(=O)N(CC(=O)Nc2sc(C)c(C)c2C(N)=O)C2CCCC2)c1	-0.6	15.3	104.0	1.5	0.7	2.4	-3.1	7.2	0.7	9.1
O=C(CCC(=O)N1CCc2ccccc2C1)N1CCN(S(=O)(=O)c2ccccc2)CC1	-2.7	-16.1	99.0	5.8	-0.4	-0.6	-4.2	5.8	-1.6	0.6
COc1cccc2sc3cc(NCC[C@@H]4CCCN4C)ccc3c(=O)c12	4.5	-24.4	97.0	6.4	-0.2	0.8	-10.8	0.8	-0.9	-6.5
O=C(Cc1cccs1)Nc1nnc(-c2ccc(F)cc2)s1	1.2	11.0	102.0	-9.8	0.6	-0.1	10.9	0.5	-1.7	9.5
CC1CCCCC12NC(=O)N(CC(=O)Nc1ccc(N3CCCCC3)cc1)C2=O (centres undefined)	0.9	-11.8	94.0	0.8	-3.6	0.4	6.5	-0.8	-1.2	5.1
O=C(CSc1cccc[n+]1[O-])N1CCc2ccccc21	2.0	-4.3	97.0	0.2	-5.8	-2.1	-11.6	0.4	2.7	16.2
O=S(=O)(c1ccc(Cl)s1)N1CCc2ccccc2C1	-3.0	-10.2	99.0	-6.6	-5.5	-2.4	5.3	-9.1	-0.4	6.8
O=C(O)CC(Cc1ccc(Cl)cc1)C(=O)Nc1cc(Cl)ccc1Cl (centres undefined)	0.9	2.8	98.0	4.6	-7.3	6.6	1.2	1.4	-1.7	4.6
O=C(NCc1nnc(SCC(=O)N2CCc3ccccc32)o1)c1ccco1	4.6	-8.0	104.0	4.5	10.1	0.3	0.5	1.1	1.9	-2.8
Cc1cc(C(=O)NNC(=O)C(CCC(N)=O)NS(=O)(=O)c2ccc(Cl)cc2)c(C)o1 (centres undefined)	-0.9	6.6	93.0	-0.5	6.3	3.7	-36.4	-5.5	0.3	1.5
N#CCCN(C1CCCCC1)S(=O)(=O)CCOc1ccccc1	2.7	-8.8	99.0	-7.9	3.3	1.0	1.4	-7.0	0.2	1.3
CC(CC(=O)N1CCN(C(=O)c2ccccc2)CC1)c1ccccc1 (centres undefined)	1.2	-7.0	106.0	-0.1	-7.2	2.6	-6.1	-1.2	0.0	-1.7

Rewritten with values under each structure: four of the compounds above.
Below each SMILES: Glyco luc inh	SRC2 inh	ABCB6 inh MLPCN	H9c2 protect	ABHD5 PLIN5 PPI	m5-HT2A agonist	NOD2 RIPK2 PPI	TLR9-MyD88 block	MC4R ag barr	MC4R antagonist
- O=C(O)CC(Cc1ccc(Cl)cc1)C(=O)Nc1cc(Cl)ccc1Cl (centres undefined)
  0.9	2.8	98.0	4.6	-7.3	6.6	1.2	1.4	-1.7	4.6
- Cc1ccn(C(=O)c2cc3c(C)nn(-c4ccccc4)c3s2)n1
  -0.1	·	104.0	-10.1	-3.0	0.8	7.5	4.3	-2.8	0.1
- CC1CCCCC12NC(=O)N(CC(=O)Nc1ccc(N3CCCCC3)cc1)C2=O (centres undefined)
  0.9	-11.8	94.0	0.8	-3.6	0.4	6.5	-0.8	-1.2	5.1
- N#CCCN(C1CCCCC1)S(=O)(=O)CCOc1ccccc1
  2.7	-8.8	99.0	-7.9	3.3	1.0	1.4	-7.0	0.2	1.3

Some entries already given, reduced to Glyco luc inh and ABHD5 PLIN5 PPI:
SMILES,Glyco luc inh,ABHD5 PLIN5 PPI
Cc1cc(C(=O)NNC(=O)C(CCC(N)=O)NS(=O)(=O)c2ccc(Cl)cc2)c(C)o1 (centres undefined),-0.9,6.3
N#CCCN(C1CCCCC1)S(=O)(=O)CCOc1ccccc1,2.7,3.3
CC(CC(=O)N1CCN(C(=O)c2ccccc2)CC1)c1ccccc1 (centres undefined),1.2,-7.2

Not all compounds are listed; the hit share may differ from the screen's.
